Screening results from PubChem BioAssay.
IMPase Li cell: cell-permeable IMPase inhibitors with lithium potentiation; Potency, µM (top dose mostly 59.4 µM), for the others: at the top dose activity, negative = IMPase inhibition, most hits filed as inhibitors; AID 1457; 210,000 tested, 0.35% active; CHO-M1 cells, IP1 TR-FRET (IP-One), carbachol + lithium;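 further: IP1 builds up when IMPase is blocked and the TR-FRET signal falls; potency means the concentration at half of the fitted maximal effect; plate controls were basal vehicle for no effect and high inhibitor control for full effect; nearly all actives have a fitted effect of over 50% in size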
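Readout is a homogeneous TR-FRET IP1 immunoassay (Ex 320, Em 665 and 620), where raised cytosolic IP1 lowers signal. Cells were CHO-M1 treated 30 min at 37C with test compounds plus a little lithium; AC50 values came from Hill-equation fitting.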
Luc counter: blocks Kinase-Glo luciferase, a counter-screen artifact; Kinase-Glo luciferase, ATP luminescence, 8 min; AID 1379; 200,000 tested, 0.28% active; Potency, µM (series often up to 38.3 µM), for inactives: top-dose activity change, negative = inhibition, hits mostly inhibitors; Q27757; further: potency means the concentration at half of the fitted maximal effect; on the % scale 0 is the no-effect control and ±100 the full control effect; nearly all actives have a fitted effect of over 60% in size
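Recombinant Kinase-Glo luciferase, 10 uM ATP (linear range), luciferin; imidazole pH 7.2 / KCl / MgCl2 / Tween / BSA buffer; 8 min RT; luminescence.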
CBFb RUNX1 block: inhibitors of human CBF-beta and RUNX1 interaction; Q01196+Q13951; AlphaScreen CBFb-His/RUNX1-biotin binding, biochemical; Potency, µM (top dose mostly 59.8 µM), for inactives: top-dose activity, negative = inhibition, most hits filed as inhibitors; 230,000 tested, under 10 active; further: % of control where 0% means no effect
Target sequence (Q01196 whole entry, looked up): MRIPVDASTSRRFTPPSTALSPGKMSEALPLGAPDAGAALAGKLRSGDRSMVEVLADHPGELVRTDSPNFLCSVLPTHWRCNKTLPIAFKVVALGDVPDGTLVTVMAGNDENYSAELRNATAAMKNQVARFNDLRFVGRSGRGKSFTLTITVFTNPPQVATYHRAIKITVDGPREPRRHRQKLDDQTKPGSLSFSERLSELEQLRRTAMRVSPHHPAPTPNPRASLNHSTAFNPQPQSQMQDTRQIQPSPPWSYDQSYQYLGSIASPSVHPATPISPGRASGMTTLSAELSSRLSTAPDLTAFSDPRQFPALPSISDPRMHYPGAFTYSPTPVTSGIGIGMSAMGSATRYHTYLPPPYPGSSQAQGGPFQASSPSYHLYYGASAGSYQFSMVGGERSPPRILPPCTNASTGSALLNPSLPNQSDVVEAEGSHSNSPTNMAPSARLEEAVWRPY
Target sequence (Q13951 whole entry, looked up): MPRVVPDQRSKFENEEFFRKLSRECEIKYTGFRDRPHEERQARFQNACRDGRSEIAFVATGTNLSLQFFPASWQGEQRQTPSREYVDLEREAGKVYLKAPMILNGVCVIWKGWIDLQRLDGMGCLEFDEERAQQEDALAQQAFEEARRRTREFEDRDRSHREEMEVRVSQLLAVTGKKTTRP
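His-tagged CBF-beta and biotinylated RUNX1 (30 nM each) were premixed 20 min at room temperature, exposed to compound for 15 min, then given nickel-chelate and streptavidin AlphaScreen beads (50 ng each). After 90 min, AlphaScreen signal was read.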
L3MBTL1 block: inhibitors of human L3MBTL1; AlphaScreen L3MBTL1–H3K9me1 peptide binding; AID 485360; Q9Y468; 230,000 tested, 0.66% active; Potency, µM (series often up to 57.1 µM), inactives show at the highest dose activity, negative = inhibition, hits mostly inhibitors; further: potency means the concentration at half of the fitted maximal effect; on the % scale 0 is the no-effect control and ±100 the full control effect; nearly all actives have a fitted effect of over 60% in size
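AlphaScreen proximity signal between nickel-chelate acceptor and streptavidin donor beads (final 10 ug/mL) reports binding of 50 nM L3MBTL1 to 75 nM biotin-H3 K9me1 peptide; complex incubated with compounds 30 min at room temperature; cefsulodin titration as control.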
NPSR antag: neuropeptide S receptor (human) antagonism, cAMP. AID 1461. 220,000 tested, 1% active. CHO-NPSR cells, cAMP TR-FRET, antagonist mode. Q6W5P4. Potency, µM (top dose mostly 38.3 µM), for the others: at the highest dose activity change, negative = inhibition, usual class: inhibitors; further: potency means the concentration at half of the fitted maximal effect; on the % scale 0 is the no-effect control and ±100 the full control effect; nearly all actives have a fitted effect of over 50% in size; many of its hits are not listed in these tables
HttQ103 aggreg: reduces HttQ103-GFP aggregates in PC12 cells. PC12 HttQ103-GFP aggregates, Acumen cytometry, 40 h. Potency, µM (series often up to 46.1 µM), for the others: top-dose activity change, negative = inhibition, hits mostly inhibitors. 220,000 tested, 1.1% active; further: potency means the concentration at half of the fitted maximal effect; on the % scale 0 is the no-effect control and ±100 the full control effect; nearly all actives have a fitted effect of over 60% in size
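Steps: seed 1500 PC12 HTTQ103-GFP cells/well; add tebufenozide, 100 nM final; add compound titration; add ATPLite reagent; quantify GFP aggregates by laser scanning cytometry.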
Epigenetic reg: epigenetic control regulation, reporter derepression; AID 1865; 280,000 tested, 0.2% active; Potency, µM (series often up to 53.9 µM), inactives show top-dose GFP activation, hits mostly activators; murine LDR cells, GFP reporter derepression, 30 h; further: potency means the concentration at half of the fitted maximal effect; % of control where 0% means no effect; nearly all actives have a fitted effect of over 60% in size
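In this reporter-derepression format, murine cells bearing a silenced integrated CMV-GFP locus incubate with test compound (30 h, 37 C), then are washed and imaged; fluorescent objects of 20–120 um count as induced cells.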
* marks the source's active call; other numbers are inactive results; u = inconclusive; x = no result given; [ ] = remark or other dose. The call rests on the fitted dose curve; in most records, active means well fitted curve in the direction sought with a large enough effect; inconclusive means small, poorly fitted or top-dose-only effect, or another doubt; inactive means no such curve, though single readings can be large; an effect the other way counts as inactive or inconclusive. An excerpt, so the mix of outcomes need not match the whole.

no.	SMILES	IMPase Li cell	Luc counter	CBFb RUNX1 block	L3MBTL1 block	NPSR antag	HttQ103 aggreg	Epigenetic reg
1	CC1CC(O)(Cc2ccccc2)C(C)CN1C (stereo unspecified)	13%[38.3 µM]	-6%	7%	x	-1%[46.1 µM]	14%	-7.5%
2	Cc1cc(N2C(=O)C(=O)/C(=C(/O)c3ccc(Cl)cc3)C2c2cccc(Br)c2)no1 (stereo unspecified)	u	4%	-2%	1%	13µM*	-3%	0.0%
3	O=C(Nn1cc(C(=O)N2CCN(c3ccccc3F)CC2)c2ccccc2c1=O)c1cnccn1	12%[38.3 µM]	-5%	-21%	0%	-18%[46.1 µM]	-15%	-2.3%
4	CNC(=S)N1CCC(NC(=O)C(Cc2ccccc2)NC(C)=O)CC1 (stereo unspecified)	-2%	-4%	-4%	x	3%	17%	0.1%
5	CCN(CC)S(=O)(=O)c1ccc(/C=C/C(=O)OCC(=O)Nc2ccc(C(N)=O)cc2)cc1	6%	-1%	15%	-6%	4%	-1%	3.8%
6	O=C(NC1CCCCCC1)c1cc(=O)[nH]c2ccc(S(=O)(=O)N3CCOCC3)cc12	0%	-4%	12%	10%	16%	13%	-4.1%
7	Cc1nnnn1/C(=C\c1ccccc1)C(=O)OCC(=O)N(C)C1CCS(=O)(=O)C1 (stereo unspecified)	-7%	-2%	10%	x	4%	-9%	-4.2%
8	COCCCNC(=O)CSC1=Nc2ccccc2C2=NC(CC(=O)NCc3ccccc3)C(=O)N12 (stereo unspecified)	u	-4%	2%	-9%	-1%[46.1 µM]	27%	3.2%
9	CC1(OC(=O)C2CCCC2)C(=O)C=C2C=C(c3ccsc3)N(C(CO)CO)C=C2C1=O (stereo unspecified)	5%	-8%[7.66 µM]	12%[13.1 µM]	x	9%	8%[9.22 µM]	1.5%
10	Cc1[nH]n(-c2ccccc2)c(=O)c1/C=N/n1c(C)nc2ccccc2c1=O	14%[38.3 µM]	-14%	2%	7%	-16%[46.1 µM]	u	1.1%

Additional results.
no.	SMILES	IMPase Li cell	Luc counter	CBFb RUNX1 block	L3MBTL1 block	NPSR antag	HttQ103 aggreg	Epigenetic reg
11	O=C(NCc1ccco1)c1sc2cc(F)ccc2c1Cl	6%	0%	12%	-2%	-2%[46.1 µM]	-4%	1.2%
12	CCC(CC)C(=O)Nc1cc(C(=O)OC)cc(C(=O)OC)c1	1%[38.3 µM]	-4%	10%	-7%	-17%[46.1 µM]	10%	12%
13	CCNS(=O)(=O)c1ccc(NC(=O)Nc2cccc(OC)c2)cc1	6%	-4%	13%	-6%	1%[46.1 µM]	0%	0.0%
14	O=C(NNS(=O)(=O)c1ccccc1[N+](=O)[O-])c1ccccc1[N+](=O)[O-]	-2%	13%	-3%	6%	2%	-14%	-2.2%
15	C=COCCNC(=S)N1CCOCCOCCN(C(=S)NCCOC=C)CCOCCOCC1	13%	0%	7%	15%	-16%	-20%	4.4%
16	Cc1cc(C(=O)COC(=O)c2ccc(Br)o2)c(C)n1C	7%	-7%	-7%	u	-2%	3%	2.3%
17	C=CCn1c(SCC(=O)NC2CCS(=O)(=O)C2)nnc1-c1ccncc1 (stereo unspecified)	30%[activator]	-1%	-24%	x	15%	19%	4.6%
18	CCOc1ccc(NS(=O)(=O)c2ccc3[nH]c(=O)oc3c2)cc1	3%[38.3 µM]	1%	-1%	x	-15%[46.1 µM]	-31%	-1.0%
19	OCCCNC(=S)Nc1ccc2nccnc2c1	3%	0%	-12%	8%	4%	-5%[9.22 µM]	-3.5%
20	COc1ccc(NC(=O)c2ccccc2SC)c(OC)c1	6%	1%	-2%	5%	-5%	0%	0.8%

Limited to Luc counter, CBFb RUNX1 block and IMPase Li cell, for 2 of the compounds above:
#	SMILES	Luc counter	CBFb RUNX1 block	IMPase Li cell
17	C=CCn1c(SCC(=O)NC2CCS(=O)(=O)C2)nnc1-c1ccncc1 (stereo unspecified)	-1%	-24%	30%[activator]
18	CCOc1ccc(NS(=O)(=O)c2ccc3[nH]c(=O)oc3c2)cc1	1%	-1%	3%[38.3 µM]

The results go on:
no.	SMILES	IMPase Li cell	Luc counter	CBFb RUNX1 block	L3MBTL1 block	NPSR antag	HttQ103 aggreg	Epigenetic reg
21	CC(C)c1csc(CN2CCN(Cc3ccccc3)C(CCO)C2)n1 (stereo unspecified)	12%	x	3%	-8%	10%	-7%[9.22 µM]	1.2%
22	Nc1ccnn1-c1ccccc1	x	x	5%	x	5%	-24%[9.22 µM]	-1.0%
23	CC1(C)Cc2[nH]c(=O)c(C#N)cc2CS1	x	x	9%	-3%	7%[46.1 µM]	-6%	3.5%
24	Cc1ccc(CNC(=O)Nc2ccc(C)cc2)cc1	-4%	-2%	3%	17%[11.4 µM]	8%	-9%	-1.2%
25	CC(OC(=O)c1ccc2ccccc2n1)C(=O)Nc1ccc(N2CCOCC2)cc1 (stereo unspecified)	37%[activator][38.3 µM]	1%	2%	x	-9%[46.1 µM]	-7%	0.0%
26	COc1ccc(C(=O)NCCn2cc(SCC(=O)N3CCOCC3)c3ccccc32)cc1	5%[38.3 µM]	1%	-1%	6%	-11%[46.1 µM]	6%	1.0%
27	CCOc1ccccc1OCCC(=O)Nc1ccc(F)c(Cl)c1	5%	1%	9%	12%	-10%	-22%	-1.2%
28	Cc1cccc(NC(=O)N2CCCC2C(=O)NCc2cccs2)c1 (stereo unspecified)	20%[38.3 µM]	-3%	2%	x	u	13%	0.1%
29	COc1ccc(NC(C(=O)Nc2cccc(C(C)=O)c2)c2ccccc2)cc1 (stereo unspecified)	-6%	-3%	15%	-10%	0%	2%	-3.0%
30	COc1cccc(NC(=O)CN(C)C(C)C(=O)Nc2ccc(S(=O)(=O)N3CCOCC3)cc2)c1 (stereo unspecified)	x	x	5%	x	-5%	12%[9.22 µM]	5.9%
31	Cc1ccc(N2CCN(c3cc(C)nc4nc(C)nn34)CC2)c(C)c1	-3%	0%	4%[2.36 µM]	3%	-13%	-2%	0.4%
32	CCOC(=O)c1c(N)c2cc([N+](=O)[O-])cnc2n1C	x	x	12%	4%	14%	-11%[9.22 µM]	0.2%
33	Cc1ccc(NS(=O)(=O)c2ccc(CCC(=O)N3CCOCC3)cc2)cc1	13%[38.3 µM]	1%	1%	x	6%[46.1 µM]	-14%	0.0%

Arranged by heavy-atom count (falling): 15 of the compounds above.
no.	SMILES	IMPase Li cell	Luc counter	CBFb RUNX1 block	L3MBTL1 block	NPSR antag	HttQ103 aggreg	Epigenetic reg
30	COc1cccc(NC(=O)CN(C)C(C)C(=O)Nc2ccc(S(=O)(=O)N3CCOCC3)cc2)c1 (stereo unspecified)	x	x	5%	x	-5%	12%[9.22 µM]	5.9%
26	COc1ccc(C(=O)NCCn2cc(SCC(=O)N3CCOCC3)c3ccccc32)cc1	5%[38.3 µM]	1%	-1%	6%	-11%[46.1 µM]	6%	1.0%
25	CC(OC(=O)c1ccc2ccccc2n1)C(=O)Nc1ccc(N2CCOCC2)cc1 (stereo unspecified)	37%[activator][38.3 µM]	1%	2%	x	-9%[46.1 µM]	-7%	0.0%
29	COc1ccc(NC(C(=O)Nc2cccc(C(C)=O)c2)c2ccccc2)cc1 (stereo unspecified)	-6%	-3%	15%	-10%	0%	2%	-3.0%
33	Cc1ccc(NS(=O)(=O)c2ccc(CCC(=O)N3CCOCC3)cc2)cc1	13%[38.3 µM]	1%	1%	x	6%[46.1 µM]	-14%	0.0%
17	C=CCn1c(SCC(=O)NC2CCS(=O)(=O)C2)nnc1-c1ccncc1 (stereo unspecified)	30%[activator]	-1%	-24%	x	15%	19%	4.6%
21	CC(C)c1csc(CN2CCN(Cc3ccccc3)C(CCO)C2)n1 (stereo unspecified)	12%	x	3%	-8%	10%	-7%[9.22 µM]	1.2%
28	Cc1cccc(NC(=O)N2CCCC2C(=O)NCc2cccs2)c1 (stereo unspecified)	20%[38.3 µM]	-3%	2%	x	u	13%	0.1%
27	CCOc1ccccc1OCCC(=O)Nc1ccc(F)c(Cl)c1	5%	1%	9%	12%	-10%	-22%	-1.2%
20	COc1ccc(NC(=O)c2ccccc2SC)c(OC)c1	6%	1%	-2%	5%	-5%	0%	0.8%
16	Cc1cc(C(=O)COC(=O)c2ccc(Br)o2)c(C)n1C	7%	-7%	-7%	u	-2%	3%	2.3%
32	CCOC(=O)c1c(N)c2cc([N+](=O)[O-])cnc2n1C	x	x	12%	4%	14%	-11%[9.22 µM]	0.2%
19	OCCCNC(=S)Nc1ccc2nccnc2c1	3%	0%	-12%	8%	4%	-5%[9.22 µM]	-3.5%
23	CC1(C)Cc2[nH]c(=O)c(C#N)cc2CS1	x	x	9%	-3%	7%[46.1 µM]	-6%	3.5%
22	Nc1ccnn1-c1ccccc1	x	x	5%	x	5%	-24%[9.22 µM]	-1.0%
